DT40 TDP1 CPT – growth inhibition of DT40 Tdp1-/-;hTDP1 cells with camptothecin (screen for TDP1 inhibitors) | hit rate 12% among 420,000 | Potency, µM (highest dose often 46.2 µM), for inactives: at the top dose activity change, negative = growth inhibition, most hits filed as inhibitors | chicken DT40 Tdp1-/-;hTDP1 cells + 20 nM CPT, ATP luminescence, 48 h; also: nearly all actives have a fitted effect of over 55% in size
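Chicken DT40 Tdp1-/- cells complemented with human TDP1, 400 cells/well, exposed to compounds plus 20 nM camptothecin for at least 48 h at 37 C; viability read as ATP content by CellTiter-Glo luminescence.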
N370S GC – inhibits or activates N370S mutant glucocerebrosidase. P04062. N370S GC spleen homogenate, 4MU-glucoside fluorescence. Potency, µM (doses to about 59.4 µM), for inactives: at the top dose activity change, negative = inhibition, hits mostly inhibitors. hit rate 0.092% among 330,000. AID 2101;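 also: 0% = full enzyme activity and -100% = no enzyme basal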
FEN1 inhibitor – inhibitors of human flap endonuclease 1; P39748; Recombinant FEN1 flap cleavage, fluorescence, 15 min; Potency, µM (doses to about 114 µM), for inactives: at the top dose activity change, negative = inhibition, usual class: inhibitors; hit rate 0.35% among 390,000; AID 588795; also: nearly all actives have a fitted effect of over 65% in size
Target sequence (P39748 whole entry, looked up): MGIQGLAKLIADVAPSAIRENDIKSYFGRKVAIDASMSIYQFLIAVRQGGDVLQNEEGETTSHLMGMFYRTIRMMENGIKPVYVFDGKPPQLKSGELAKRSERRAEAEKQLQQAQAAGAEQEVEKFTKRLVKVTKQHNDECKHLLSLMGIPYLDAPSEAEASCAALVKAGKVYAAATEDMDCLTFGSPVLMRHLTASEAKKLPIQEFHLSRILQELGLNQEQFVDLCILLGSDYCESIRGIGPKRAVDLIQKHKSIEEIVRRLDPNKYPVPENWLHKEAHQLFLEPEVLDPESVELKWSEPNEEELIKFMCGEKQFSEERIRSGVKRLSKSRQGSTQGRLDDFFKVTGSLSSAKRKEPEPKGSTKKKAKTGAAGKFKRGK
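FEN1 at 10 nM, compound pretreatment for 15 min (room temperature), 50 nM final substrate to initiate; endpoint reads at 0 and 15 min; DMSO-only plates used as vehicle background.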
The depositor's hits bear a star; u = inconclusive; x = not tested or not shown; & = joins results of further samples; [ ] = another dose, or the depositor's remark. Calls follow the shape of the dose curve; as a rule, active = well fitted curve in the direction sought with a large enough effect; inconclusive = small, poorly fitted or top-dose-only effect, or another doubt; inactive = no such curve, though single readings can be large; an effect the other way counts as inactive or inconclusive. Unless noted, % is scaled to controls: 0 for no effect and ±100 for the full control effect; potency is read from the fitted curve at half-maximal effect.

SMILES | DT40 TDP1 CPT | N370S GC | FEN1 inhibitor
COc1ccc(NS(=O)(=O)c2cccc(C(=O)NCC(c3ccccc3OC)N3CCCC3)c2)cc1 (stereo not drawn) | u | -9.0% | -0.3%
COc1ccc2c(c1OC)C(=O)OC2Nc1nc(-c2ccccc2)cs1 (stereo not drawn) | 2.31µM* | 0.0% | -1.1%
CC(=O)c1c(-c2ccccc2)c2cc(Cl)ccc2n(C)c1=O | u | -1.2% | 7.9%
O=C(NC1CCCCC1)C(c1ccc2ncccc2c1)N(Cc1ccc(F)cc1)C(=O)c1cccs1 (stereo not drawn) | u | -3.8% | -16.9%
CCn1c(CNS(=O)(=O)c2ccc(Br)cc2)nnc1SC | 1.3% | 1.4% | 12.4%
COc1ccccc1NC(=O)c1ccc(NC(=O)COC(=O)CC(NC(=O)c2ccccc2Cl)c2ccccc2)cc1 (stereo not drawn) | 3.5% | -9.4% | 4.2%
O=C1COc2ccc(C(=O)CSc3nnc(Cc4cccs4)n3-c3ccc(Cl)cc3)cc2N1 | 18.4µM* | u | -0.5%
COc1cc(/C=C(\C#N)c2nc3ccccc3[nH]2)c([N+](=O)[O-])cc1OCc1ccccc1 | 23.1µM* | -10.9% | -2.1%
COc1cccc(NC(=O)c2oc3ccccc3c2NC(=O)C(C)(C)C)c1 | u | 7.5% | -18.6%
CC(=O)N1CCOc2cc(S(=O)(=O)NCc3ccc(F)cc3)c(C)cc21 | -4.8%&2.6% | 4.8% | -15.3%&7.6%
COc1ccc(-c2n[nH]c(=S)n2-c2cc(OC)ccc2OC)cc1 | -29.2% | 10.1% | 12.4%
CCc1sc(C(=O)Nc2ccc(N3CCOCC3)cc2)cc1C | 20.6µM* | x | -19.4%
COc1cccc(NC(=O)CSc2nc(=O)[nH]c3c2CCCC3)c1 | u | x | 16.9%
O=C(COc1cc(Cl)c(Cl)cc1Cl)Nc1cccc(O)c1 | u | -1.1% | 8.1%
O=[N+]([O-])c1ccc(C[n+]2ccc(Cc3ccccc3)cc2)cc1 | 18.4µM* | -10.7% | -3.2%
O=C(N/N=C/c1ccccn1)c1cc(-c2ccc(Cl)s2)[nH]n1 | 23.1µM* | -0.4% | -14.3%
COC(=O)c1ccc(/C=C/c2c(-c3ccc(OC)cc3)sc3ccccc23)cc1 | 14.6µM* | x | 6.5%
CCOc1ccc(-c2csc(NC(=O)c3ccco3)n2)cc1 | -23.2% | 3.8% | -19.0%
CCOC(=O)/C(C#N)=C/c1c(N2CCN(c3cccc(Cl)c3)CC2)nc2c(C)cccn2c1=O | u | 4.3% | 13.4%
O=[N+]([O-])c1cc(Cl)cc2c1nc(NCCO)c1ccccc12 | 17.9% | 7.5% | -32.0%
Cc1cccc(NS(=O)(=O)c2nnc(NC(=O)c3ccc(C)c(C)c3)s2)c1 | -0.1% | -3.7% | -10.3%
COc1ccc(N(C(=O)c2ccncc2)S(=O)(=O)c2ccc3c4c(cccc24)C(=O)N3C)cc1 | 18.4µM* | 14.2% | -2.8%
CCOC(=O)CC1NCCc2c1[nH]c1ccc(OC)cc21 (stereo not drawn) | 8.0% | -17.9% | -1.8%
CC(=O)N1CCN(CCN=CC2=C(O)CC(C)(C)CC2=O)CC1 | -13.3% | -0.4% | 1.9%
O=C(c1ccccc1)c1ccc2nc(-c3ccc(NC(=O)c4ccccc4F)cc3)[nH]c2c1 | 3.66µM* | 2.9% | 5.6%
Fc1ccc(-c2n[nH]c(=S)n2CC2CCCO2)cc1 (stereo not drawn) | -5.8% | 0.5% | 0.9%
CC1CCc2sc(C(=O)NNC(=S)NCC3CCCO3)cc2C1 (stereo not drawn) | 3.1% | 0.4% | -4.6%
CN(C)C(=O)CN(c1ccc(F)c(Cl)c1)S(C)(=O)=O | -4.9% | 6.0% | -8.4%
O=C(c1ccc(S(=O)(=O)N2CCCCC2)cc1)N1CCN(c2ccccc2)CC1 | -28.0% | -3.9% | -9.1%
COc1ccc(S(=O)(=O)NC2CC2)cc1Cl | 15.3% | -0.7% | -6.0%
CCOc1ccc(-c2nc(CSCC(=O)NC3CCCc4ccccc43)c(C)o2)cc1 (stereo not drawn) | 17.8µM* | 22.4% | 4.7%
CCOC(=O)c1c(NC(=O)C2C3C=CC(CC3)C2C(=O)O)sc(C)c1CC (stereo not drawn) | -26.5% | 3.6% | -8.8%
C=CCOCCN(CC)CC | 26.6% | -6.0% | 0.1%
COc1ccc(CNC(=O)CCNS(=O)(=O)c2ccc(NC(C)=O)cc2)cc1OC | -6.0% | x | 14.6%
COCCCNCC(=O)Nc1sc(C)c(C)c1C(=O)OC | -13.3% | x | 2.4%
CCOC(=O)c1ccc2c(c1)sc(=NC(=O)c1ccco1)n2CCOC | -28.9% | 6.6% | 8.0%
CCN=C1Sc2nc3ccc(OCC)cc3cc2CN1CCOC | u | 3.0% | -13.3%
CC(NC(=O)CSc1n[nH]c(N)n1)c1ccccc1 (stereo not drawn) | 1.2% | 0.9% | -7.3%
Cc1ccc(SCCCCN2CCNCC2)cc1 | 20.6µM* | -10.9% | -19.5%
CCCN(C(=O)CN1C(=O)NC2(CCCCCC2)C1=O)C1CCS(=O)(=O)C1 (stereo not drawn) | -1.2% | -23.7% | -12.5%
CC(C)c1ccc(-c2noc(C3CCCN(C(=O)c4ccc(F)cc4F)C3)n2)cc1 (stereo not drawn) | u | 17.7% | -21.0%
Cc1cc(SCNC(=O)c2ccccc2)ncn1 | u | -11.4% | -1.3%
Oc1[nH]c2ccccc2c1C=NCC1CCCO1 (stereo not drawn) | 7.3% | -9.6% | -7.2%
CCN1C(=O)c2cccc3c(NC(=O)c4ccccc4)ccc1c23 | -20.6% | 9.9% | -2.9%
Cc1ccc(NC(=O)CC2SC(=O)NC2=O)cc1 (stereo not drawn) | 2.59µM* | 5.6% | 4.4%
Cc1ccccc1OC(C)C(=O)N1CCN(c2ccccn2)CC1 (stereo not drawn) | -11.9% | -8.1% | -8.1%
O=S(=O)(c1ccccc1)c1ccccc1/C=N\O | 0.0% | 1.4% | 2.6%
CN(C)C(=O)c1cnc(Sc2ncc(C(F)(F)F)cc2Cl)n1C | 8.2µM* | -3.1% | 41.6%[activator]
O=C(CN1CCOCC1)Nc1cccc(C(=O)Nc2cccc(C(F)(F)F)c2)c1 | -29.3% | -7.7% | -2.3%
COc1ccc(C(=O)Nc2scc(-c3ccc(Cl)cc3Cl)c2C(N)=O)cc1 | u | -0.3% | 0.7%
CCCOc1ccc(-c2nnn(CC(=O)N3CCCCC3)n2)cc1 | u | 4.3% | -4.6%
CCCn1c(SCC(=O)N(C)CC(=O)Nc2ccc(Cl)cc2)n[nH]c1=O | -21.4% | x | -8.3%
O=C(COC(=O)c1ccc2c(c1)OCCO2)NCc1ccccc1Cl | 11.6% | x | -6.7%
COc1ccccc1N1CCN(CC(=O)Nc2ccc(S(=O)(=O)N3CCCCCC3)cc2)CC1 | u | x | 5.8%
COc1ccc(NC(=O)CN2CCN(c3c(C)cc(C)cc3C)CC2)cc1 | -28.8% | -9.8% | -21.3%
Cc1nnc(N2CCC(C(=O)NC3CCCCC3)CC2)c2nn(-c3ccc(Cl)cc3)c(C)c12 | -7.5% | x | 0.6%
O=C1CC2C(=O)NCCN2C(=NC(=O)c2ccccc2)N1 (stereo not drawn) | 4.3% | 7.0% | 2.3%
Cc1ccccc1C(=O)Nc1ccc(N(C)C)c2ccccc12 | u | 1.4% | 1.5%
Cc1ccc(C(=O)NCCc2c[nH]c3ccccc23)c(C)c1 | -7.1% | 0.1% | 0.9%
O=C(CN(C(=O)CCC(=O)Nc1nccs1)c1ccc(F)cc1)NCc1ccccc1 | -4.6% | -2.6% | 0.9%

More entries.
SMILES | DT40 TDP1 CPT | N370S GC | FEN1 inhibitor
O=C(Cc1ccccc1F)OCC(=O)N1CCc2ccccc21 | -1.3% | -0.8% | -0.6%
COc1ccccc1NC(=O)/C(=N/OCc1ccc(F)cc1)C(C)=O | -12.4% | -18.5% | -19.6%
CC(C)CCOc1ccc(NC(=O)C2OC3OC(C)(C)OC3C3OC(C)(C)OC23)cc1 (stereo not drawn) | -25.7% | 4.6%[12.8 µM] | 4.3%
COc1ccc2oc(=O)c(C(=O)N3c4ccccc4CC3C)cc2c1 (stereo not drawn) | -26.6% | x | 2.2%
C=CCn1c(SC(C)C(=O)NC2CC2)nnc1-c1ccoc1C (stereo not drawn) | 0.0% | 0.4% | 4.5%
CCOC(=O)C1(CCc2ccccc2)CCN(C(=O)CN2CCOC2=O)CC1 | -6.4% | 8.0% | 0.0%
CC(C)COC(=O)C(C)Nc1n[nH]c(=S)[nH]c1=O (stereo not drawn) | -13.9% | -6.2% | 10.8%
COc1cc(C2c3c(oc4ccccc4c3=O)C(=O)N2CCN2CCOCC2)cc(OC)c1OC (stereo not drawn) | -9.2% | -18.0% | 5.2%
CCc1nnc(NC(=O)CSc2nnc(CNc3ccc(Cl)cc3)o2)s1 | -5.1% | -8.3% | -12.2%
COC(=O)N/N=C\c1c(C)[nH]n(-c2ccccc2)c1=O | 1.6% | -13.3% | 0.7%
O=C(Nc1cccc(Cl)c1)Nc1ccc(Br)cc1F | 20.6µM* | 23.8% | -12.5%
CCCN1CCN(C(=O)c2cc3c(s2)-c2ccccc2OC3)CC1 | u | u | 6.2%
Cc1ccnc(NS(=O)(=O)c2ccc(NC(=O)C3CCCCC3)cc2)n1 | 2.4% | 6.5% | 4.4%
CCOCCCN(C(=O)c1snc(C(N)=O)c1N)C(C(=O)NCCC(C)C)c1ccc(F)cc1 (stereo not drawn) | -6.9% | u | 11.1%
CCN(CC)CCNC(=O)c1cc2c(=O)n(CC)c3ccccc3c2s1 | u | 8.8% | -6.5%
CCn1c(=N)n(CC(O)COc2ccc(C)cc2)c2ccccc21 (stereo not drawn) | 11.6µM* | -7.9% | -10.0%
Cc1ccc(NC(=O)Cn2nc(C(=O)O)c3ccccc3c2=O)cc1S(=O)(=O)N1CCOCC1 | 5.8% | x | 0.4%
COc1ccc(NC(=O)CSc2ncc3c(n2)-c2cc(Cl)ccc2N(Cc2ccccc2F)S3(=O)=O)cc1 | u | x | 25.9%

At a glance, some entries already given.
SMILES | DT40 TDP1 CPT | N370S GC | FEN1 inhibitor
COc1ccc(NC(=O)CN2CCN(c3c(C)cc(C)cc3C)CC2)cc1 | -28.8% | -9.8% | -21.3%
Cc1nnc(N2CCC(C(=O)NC3CCCCC3)CC2)c2nn(-c3ccc(Cl)cc3)c(C)c12 | -7.5% | x | 0.6%
O=C1CC2C(=O)NCCN2C(=NC(=O)c2ccccc2)N1 (stereo not drawn) | 4.3% | 7.0% | 2.3%
Cc1ccccc1C(=O)Nc1ccc(N(C)C)c2ccccc12 | u | 1.4% | 1.5%
Cc1ccc(C(=O)NCCc2c[nH]c3ccccc23)c(C)c1 | -7.1% | 0.1% | 0.9%
O=C(CN(C(=O)CCC(=O)Nc1nccs1)c1ccc(F)cc1)NCc1ccccc1 | -4.6% | -2.6% | 0.9%
O=C(Cc1ccccc1F)OCC(=O)N1CCc2ccccc21 | -1.3% | -0.8% | -0.6%
COc1ccccc1NC(=O)/C(=N/OCc1ccc(F)cc1)C(C)=O | -12.4% | -18.5% | -19.6%
CC(C)CCOc1ccc(NC(=O)C2OC3OC(C)(C)OC3C3OC(C)(C)OC23)cc1 (stereo not drawn) | -25.7% | 4.6%[12.8 µM] | 4.3%
COc1ccc2oc(=O)c(C(=O)N3c4ccccc4CC3C)cc2c1 (stereo not drawn) | -26.6% | x | 2.2%
C=CCn1c(SC(C)C(=O)NC2CC2)nnc1-c1ccoc1C (stereo not drawn) | 0.0% | 0.4% | 4.5%
CCOC(=O)C1(CCc2ccccc2)CCN(C(=O)CN2CCOC2=O)CC1 | -6.4% | 8.0% | 0.0%
CC(C)COC(=O)C(C)Nc1n[nH]c(=S)[nH]c1=O (stereo not drawn) | -13.9% | -6.2% | 10.8%
COc1cc(C2c3c(oc4ccccc4c3=O)C(=O)N2CCN2CCOCC2)cc(OC)c1OC (stereo not drawn) | -9.2% | -18.0% | 5.2%
CCc1nnc(NC(=O)CSc2nnc(CNc3ccc(Cl)cc3)o2)s1 | -5.1% | -8.3% | -12.2%
COC(=O)N/N=C\c1c(C)[nH]n(-c2ccccc2)c1=O | 1.6% | -13.3% | 0.7%
O=C(Nc1cccc(Cl)c1)Nc1ccc(Br)cc1F | 20.6µM* | 23.8% | -12.5%
CCCN1CCN(C(=O)c2cc3c(s2)-c2ccccc2OC3)CC1 | u | u | 6.2%
Cc1ccnc(NS(=O)(=O)c2ccc(NC(=O)C3CCCCC3)cc2)n1 | 2.4% | 6.5% | 4.4%
CCOCCCN(C(=O)c1snc(C(N)=O)c1N)C(C(=O)NCCC(C)C)c1ccc(F)cc1 (stereo not drawn) | -6.9% | u | 11.1%
CCN(CC)CCNC(=O)c1cc2c(=O)n(CC)c3ccccc3c2s1 | u | 8.8% | -6.5%

Screens from PubChem BioAssay.

The list is partial, so the mix of outcomes need not match the whole.
